Screening data deposited in PubChem BioAssay by National Center for Advancing Translational Sciences (NCATS).
KB-3-1 cytotox = kills parental KB-3-1 adenocarcinoma cells; 1.4% of 400,000 active; Potency, µM (top dose mostly 46.1 µM), for the others: top-dose activity change, negative = cytotoxic, hits mostly cytotoxic; KB-3-1 viability, CellTiter-Glo ATP luminescence, 72 h; further: potency means the concentration at half of the fitted maximal effect; on the % scale 0 is the no-effect control and ±100 the full control effect; nearly all actives have a fitted effect of over 60% in size
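Multi-concentration cytotoxicity screen in KB-3-1 cells grown in DMEM lacking phenol red with 10% FBS. After 72 h at 37 °C with compound, ATP-dependent luminescence was recorded.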
HT1080NT lethal = kills 2HG-producing HT-1080-NT fibrosarcoma cells. HT-1080-NT fibrosarcoma viability, CellTiter-Glo ATP luminescence, 48 h. Potency, µM (series often up to 46.1 µM), inactives show top-dose activity, negative = less viability, most hits filed as cytotoxic. 1.6% of 360,000 active. AID 686970;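 further: NT is the 2HG producing partner of a matched IDH1 knockdown line; potency means the concentration at half of the fitted maximal effect; 0% = DMSO-treated cells and -100% = media-only wells without cells; nearly all actives have a fitted effect of over 55% in size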
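HT-1080-NT fibrosarcoma cells (2HG-overproducing), 750 cells/well in RPMI with 5% FBS, dosed after 2 h and incubated 48 h at 37C. CellTiter-Glo luminescence normalized to DMSO and no-cell wells; concentration-response curves fitted and classed.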
MCF10A rerep = induces DNA re-replication in MCF 10a normal breast cells | Potency, µM (titrated, usually from 46.1 µM), inactives show at the highest dose activity, positive = re-replication, actives largely listed as activators | MCF 10A DNA re-replication, Hoechst nuclear intensity, 48 h | AID 624296 | 2.9% of 350,000 active; further: potency means the concentration at half of the fitted maximal effect; % of control where 0% means no effect; nearly all actives have a fitted effect of over 50% in size
HepG2 viability = kills HepG2 cells in TGF-b inhibitor counter-screen; HepG2 CAGA-GFP viability, ATP luminescence, 18 h; Potency, µM (series often up to 46.1 µM), inactives show at the top dose activity change, negative = cytotoxicity, hits mostly cytotoxic; 0.76% of 410,000 active; further: potency means the concentration at half of the fitted maximal effect; some results filed as inactive show a strong effect at the top dose
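HepG2 CAGA-GFP cells (1000/well, DMEM with 1% FBS) received compound, then TGF-beta at 500 pg/mL final, and were incubated 18 hours at 37 degrees C. Viability was read by CellTiter-Glo luminescence. Media-only wells were set as complete cell-killing and DMSO as no toxicity.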
ATXN2 expr inh = reduces ATXN2 reporter expression in HEK-293 cells. 0.72% of 360,000 active. HEK-293 ATXN2-luciferase reporter, luminescence, 24 h. Potency, µM (series often up to 57 µM), without a hit: at the top dose activity change, negative = inhibition, hits mostly inhibitors; further: potency means the concentration at half of the fitted maximal effect; on the % scale 0 is the no-effect control and ±100 the full control effect; nearly all actives have a fitted effect of over 55% in size
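qHTS (up to 57 uM final) was run with 24 h compound exposure of reporter cells at 37 °C. Each well was multiplexed: SteadyGlo luminescence measured ATXN2-luciferase expression after a fluorogenic Gly-Phe-AFC viability readout (25 uM final).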
HT1080 IDH1KD tx = HT-1080 IDH1 knockdown cell toxicity (counter line) | HT-1080 IDH1 knockdown viability, ATP luminescence, 48 h | Potency, µM (highest dose often 46.1 µM), without a hit: at the highest dose activity, negative = toxicity, most hits filed as cytotoxic | 2% of 360,000 active | AID 686971;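 further: potency means the concentration at half of the fitted maximal effect; 0% = DMSO wells and -100% = cell-free medium wells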
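CellTiter-Glo luminescence after 48 h compound exposure at 37 degrees C of IDH1-knockdown HT-1080 cells in 5% FBS RPMI. %Activity scaled between DMSO wells and cell-free media wells, with curves fitted and assigned curve classes.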
IL-1B inflam inh = inflammasome signaling inhibition, IL-1 beta readout; THP-1 LPS/ATP IL-1B secretion, AlphaLISA, 16 h; hits give low values; activity change, % at 57.5 µM; 4.7% of 360,000 active; AID 743279; in the data active means activity change below about -50%; inconclusive means mostly about -30% to -49%; further: on the % scale 0 is the no-effect control and ±100 the full control effect
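THP-1 cells pretreated 1 hr with compounds (up to 57.5 uM final), then stimulated with LPS (250 ng/mL final) plus ATP (1.25 mM final); secreted IL-1B measured by AlphaLISA after 16 hr, decreased signal indicating inhibition.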
SW480 rerep = induces DNA re-replication in SW480 colon adenocarcinoma cells. SW480 DNA re-replication, Hoechst DNA content imaging, 48 h. Potency, µM (top dose mostly 46.1 µM), inactives show at the highest dose re-replication activation, most hits filed as activators. 1.8% of 340,000 active. AID 624297; further: potency means the concentration at half of the fitted maximal effect; % of control where 0% means no effect; nearly all actives have a fitted effect of over 55% in size
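Hoechst fluorescence of nuclei (405 nm excitation, 500-530 nm emission) measured by plate-scanning imager after 48 hr compound exposure at 37 C; re-replication scored as increased number of nuclei with elevated intensity.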
ATXN viability = cell viability loss in ATXN counter-screen. S2 cells (HEK-293 line with an ATXN2-luciferase reporter) viability, CellTiter-Fluor protease fluorescence, 24 h. Potency, µM (top dose mostly 56.7 µM), hits mostly cytotoxic. 0.49% of 400,000 active; further: potency means the concentration at half of the fitted maximal effect; nearly all actives have a fitted effect of over 40% in size
* marks the source's active call; other numbers are inactive results; i = inactive; ? = inconclusive; . = no result given; [ ] = remark or other dose. Unless noted, the call rests on the fitted dose curve; in most records, active means well fitted curve in the direction sought with a large enough effect; inconclusive means small, poorly fitted or top-dose-only effect, or another doubt; inactive means no such curve, though single readings can be large; an effect the other way counts as inactive or inconclusive.

SMILES	KB-3-1 cytotox	HT1080NT lethal	MCF10A rerep	HepG2 viability	ATXN2 expr inh	HT1080 IDH1KD tx	IL-1B inflam inh	SW480 rerep	ATXN viability
O=C1CSC2(C(=O)N(Cc3ccccc3F)c3ccccc32)N1c1cccc(C(F)(F)F)c1 (stereo unspecified)	18µM*	.	.	-11%	?	.	.	.	i
COC(=O)c1ccc(CSc2nc3scc(-c4cccs4)c3c(=O)[nH]2)o1	12%	-2%	?	-13%	-6%	3%	0	0%	i
COc1cc2c(cc1OC)-c1nnc(C)n1C(C)(C)C2	21%	8%	1%	6%	5%	-2%	-6	-3%	i
COc1ccc(CC(=O)Nc2ccccc2N2CCOCC2)cc1OC	1%	8%	?	-1%	-4%	7%	12	2%	i
COc1ccc(C2=NO[C@@H]3C(=O)N(c4ccc5c(c4)OCCO5)C(=O)[C@H]23)cc1OC	2%	0%	1%	-7%	0%	5%	2	-9%	i
S=C(NCc1ccc(Cl)c(Cl)c1)NCc1ccco1	1%	-23%	5%	-20%	-23%	?	6	-5%	i
CCOC(=O)[C@H]1[C@H]2COc3ccccc3[C@@H]2N2C(=O)c3cc(Cl)ccc3NC(=O)[C@@]12C	-5%	-6%	?	-2%	-1%	-4%	?	-6%	i
CC(C)(C)OC(=O)[C@H](Cc1ccccc1)NC(=O)c1nc[nH]c1C(=O)NCc1ccccc1	?	3%	?	-68%	-9%	4%	-29	0%	i
CCCCCC(C)N (stereo unspecified)	.	.	4%	.	20%	.	.	1%	i
O=C(CSc1nc(=O)n2ccccc2n1)NCc1ccc(F)cc1	18%	15%	1%	27%	1%	8%	2	-5%	i
CC(OC(=O)c1ccc(=O)n(Cc2ccccc2)n1)C(=O)Nc1cccc(Cl)c1 (stereo unspecified)	6%	1%	0%	-20%	-10%	-3%	13	-4%	i
Cc1c(Cl)ccc2sc(N3CCN(C(=O)C4CC4)CC3)nc12	-21%	.	.	-41%	0%	.	.	.	?
OCCN(C=NC1=NN(c2cccc(C(F)(F)F)c2)CC1)CCO	?	-7%	1%	-11%	-2%	-2%	36	0%	i
COc1ccc(-c2c(C)nn3c(C(F)(F)F)cc(C)nc23)cc1	0%	9%	.	11%	.	3%	-13	.	i
COC(=O)C(Cc1ccccc1)NC(=O)C12CC3CC(CC(C3)C1)C2 (stereo unspecified)	1%	-5%	10%	-32%	9%	-6%	11	-1%	?
CCCCCCSc1ncc(C#N)c(N)n1	-13%	-5%	7%	-13%	69%[activator]	-12%	0	-9%	i
CCCN(CC(=O)Nc1ccccc1OC)C(=O)c1nc2nc(C)ccn2n1	-13%	-3%	-3%	9%	-12%	22%	3	-5%	i
NS(=O)(=O)c1cccc(NC(=O)CSc2ncc(C(F)(F)F)cc2Cl)c1	-22%	-1%	15%	-37%	-7%	-5%	-111*	0%	i
O=C1OC(c2ccc(Cl)cc2)=C/C1=C/c1cccnc1	8%	25%	0%	8%	-11%	26%	5	1%	i
Cc1ccccc1-n1c(C)cc(/C=N/NC(=O)c2ccncc2)c1C	3%	-23%	-2%	-32%	34%	?	1	?	i
CC(=O)Nc1ccc(S(=O)(=O)NCCC(=O)NCCOc2ccccc2)cc1	?	5%	-5%	3%	7%	4%	8	-1%	i
Cc1ccc2[nH]c(=O)c(CN(CCO)C(=O)NCc3ccccc3)cc2c1	20%	3%	0%	-5%	2%	3%	7	-5%	i
Cn1c(=O)c2c(nc(CCc3ccccc3)n2C)n(C)c1=O	10%	29%	10%	-10%	-12%	5%	17	-2%	i
CC(C)c1ccc(NC2(C#N)C(=O)Nc3ccccc32)cc1 (stereo unspecified)	20%	17%	5%	-32%	-16%	16%	28	-3%	i
CC(C)CCn1cnc2c1c(=O)n(C)c(=O)n2C	10%	0%	-1%	-5%	1%	3%	0	-1%	i
COCc1ccc(CN2CCC(C(=O)Nc3cccc(-c4cscn4)c3)CC2)o1	-9%	3%	27%	-11%	4%	-1%	-73*	2%	i
CC(C)[C@H]1C(=O)Nc2ccccc2N1C(=O)N[C@@H](Cc1ccccc1)C(=O)N[C@@H](Cc1ccccc1)C(=O)O	0%	2%	?	-10%	8%	?	18	?	i
COC(=O)C1=C(SC)N(c2ccccc2)C(c2ccccc2)CC1=O (stereo unspecified)	-3%	-1%	-1%	-5%	-2%	-2%	-3	5%	i
Cc1ccccc1N1CC(C(=O)NC2CCCC2)CC1=O (stereo unspecified)	-2%	4%	3%	8%	26%	0%	7	22%	i
CCOCCN(C(=O)c1ccccc1Cl)c1cccc(C)c1C	-16%	4%	-13%	-13%	-19%	-4%	.	-61%[inhibitor]	i
CCCc1nn2c(=O)cc(COC(=O)c3ccccc3NC(=O)c3ccc(OCC)cc3)nc2s1	2%	.	.	-16%	15%	.	.	.	i
COc1cc(/C=N/NC(=O)C[n+]2ccccc2)cc(OC)c1OC	5%	14%	11%	0%	3%	12%	-2	4%	i
COc1ccccc1Nc1nnc(SCC(=O)N2CCCC2)s1	-4%	4%	2%	-7%	28%	2%	-7	-4%	i
CC/C(=N/NS(=O)(=O)c1ccc(Cl)cc1)c1ccc(O)cc1	-5%	15%	0%	3%	6%	6%	0	.	i
Cc1nc(CNS(=O)(=O)c2ccc3c(c2)OCCO3)cs1	-30%	-1%	18%	-3%	4%	-1%	1	8%	i
CC(=O)NC(=S)Nc1ccc(NC(=O)c2cccnc2Cl)cc1	2%	20%	1%	-13%	17%	14%	-14	-16%	i
O=C(N/N=C\c1ccncc1)c1ccc(Cl)s1	-1%	-12%	-4%	-19%	-4%	-11%	16	14%	i
COc1ccccc1-n1cnnc1SCC(=O)NC1CCS(=O)(=O)C1 (stereo unspecified)	-4%	0%	-2%	3%	-8%	8%	-5	1%	i
CC(C)CC(=O)Nc1cccc(-c2nc3ccccc3o2)c1	8%	0%	?	-21%	6%	-1%	-8	-3%	i
COc1ccc(OC)c(C(=O)c2c(C)oc3cc(Br)c(O)c(CN(C)C)c23)c1	?	-24%	1%	9%	-19%	-18%	-6	0%	i
Cc1nnc(SCC(=O)N2CC(=O)Nc3ccccc32)s1	2%	4%	?	-1%	-2%	0%	23	-2%	i
c1ccc(Nc2ncnc3c2oc2ccccc23)cc1	2%	0%	25%	-30%	49%[activator]	2%	-1	1%	i
OC(CN1CCC(Cc2ccccc2)CC1)C(F)(F)F (stereo unspecified)	0%	8%	18%	-5%	.	0%	4	-6%	i
CCOC(=O)C1(C)CCCN1C(=O)c1ccc(N(C)C)cc1 (stereo unspecified)	0%	29%	.	7%	11%	24%	27	.	i
CCOC(=O)NC1(NC(C)C)Oc2ccccc2O1	?	-24%	?	-6%	-16%	-1%	18	?	i

Some of these compounds in order of their number in SW480 rerep, largest number first.
Molecule,IL-1B inflam inh,SW480 rerep
COc1ccccc1-n1cnnc1SCC(=O)NC1CCS(=O)(=O)C1 (stereo unspecified),-5,1%
OC(CN1CCC(Cc2ccccc2)CC1)C(F)(F)F (stereo unspecified),4,-6%
CC(=O)NC(=S)Nc1ccc(NC(=O)c2cccnc2Cl)cc1,-14,-16%

New compounds follow
SMILES	KB-3-1 cytotox	HT1080NT lethal	MCF10A rerep	HepG2 viability	ATXN2 expr inh	HT1080 IDH1KD tx	IL-1B inflam inh	SW480 rerep	ATXN viability
O=C(NS(=O)(=O)NC1CCCCC1)C1=C(N2CCCC2)COC1=O	33%	16%	12%	-9%	8%	0%	-5	-6%	i
COc1ccc(OC)c(NC(=O)C2(C)CCN2C(=O)C2(c3ccc(Cl)cc3)CCC2)c1 (stereo unspecified)	0%	-14%	.	-8%	-12%	?	30	.	i
Cc1cc(C)nc(SCC(=O)Nc2ccc(S(=O)(=O)NCCO)cc2)n1	2%	4%	7%	-2%	7%	-5%	-6	2%	i
Cc1ccc(NC(=O)CCC(=O)NNC(=O)COc2ccccc2)cc1C	16%	-5%	-5%	-39%	6%	-14%	3	-2%	i
CCN(CC)C(=O)C1CCCN(C/C=C/c2ccccc2[N+](=O)[O-])C1 (stereo unspecified)	-7%	7%	5%	-13%	-11%	3%	7	-2%	?
CCCCOc1ccccc1C(=O)N(Cc1ccco1)C1CCS(=O)(=O)C1 (stereo unspecified)	1%	2%	-1%	-15%	.	18%	18	-8%	i
CCOc1ncccc1C(=O)OCC(=O)Nc1cc(C(C)(C)C)ccc1OC	12%	7%	8%	-6%	4%	6%	15	-8%	i
COc1ccc(N2CCN(C(=O)Cc3ncc(C(F)(F)F)cc3Cl)CC2)cc1	1%	-2%	3%	-28%	-14%	0%	51	5%	i
Cc1ccc(S(=O)(=O)c2cc(O)ccc2O)cc1C	3%	1%	-6%	-11%	.	2%	7	14%	i
N/C(=N\c1nc2ccccc2o1)NC(=O)c1ccccc1Br	1%	14%	-2%	2%	36%	2%	34	-1%	i
COC(=O)c1ccccc1NC(=O)C12CC3CC(C1)CC(n1cnc(Cl)n1)(C3)C2	-5%	?	13%	-38%	-9%	-1%	?	-2%	i
O=C(O)Cn1nnc(-c2ccc(OCc3cccc(C(F)(F)F)c3)cc2)n1	11%	.	.	-4%	10%	.	.	.	i
COc1ccc(N2C(=O)Cc3cc(OC)c(OC)cc3C2c2ccc(F)cc2)cc1 (stereo unspecified)	2%	.	.	-16%	-1%	.	.	.	i
COc1cccc(-c2c(-c3cc(OC)cc(OC)c3)n(C)c3ccc(Br)cc23)c1	11%	1%	?	-1%	-3%	0%	-17	4%	i
COc1ccc(OC)c(/C=N/Nc2cc(C)nc(N3CCOCC3)n2)c1	23%	2%	4%	-3%	4%	11%	11	-2%	i
